Compound activity from PubChem BioAssay.
Dyrk1A ADPGlo: rat Dyrk1A kinase inhibitors, primary screen, biochemical, single point, plate reader. 310,000 compounds, 0.43% hits. ADP-Glo luminescence, NFATc1 peptide. AID 504441, 2011. inhibition, % at 12.5 µM. Dual specificity tyrosine-phosphorylation-regulated kinase 1A (Rattus norvegicus), Q63470; in the data active = inhibition above about 50%;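 also: plate controls were vehicle with enzyme for no effect and no enzyme for full effect; many of its hits are not listed in these tables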
aSyn UTR inh: MLPCN primary screen, SNCA 5' untranslated region. alpha-synuclein 5'UTR reporter, inhibitor activity. inhibition, % (tested at 7.5 µM). 300,000 compounds, 0.82% hits; in the data active = inhibition above about 60%;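 also: H4 neuroglioblastoma cells stably carrying SNCA 5'UTR luciferase fusion; 0% = DMSO wells and 100% = positive control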
HSF-1 act: HSF-1 activators, primary screen, NIH3T3-HGL cells, MG132 stress, luminescence, single point | NIH3T3-HGL HSF-1 luciferase reporter, 8 h; 100% = twice DMSO control signal | activation, % at 9 µM | 300,000 compounds, 1.7% hits | AID 504408, 2011;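 active = mean replicate activation of at least 50% with a set share of replicates each reaching 50%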;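 also: 0% = median of the neutral control wells and 100% = twice that signal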
HSF1 inh: HSF1 inhibitors in luciferase reporter cells, primary screen, cell-based, NIH3T3, luminescence; NIH3T3-HGL HSE-luciferase, MG132-induced, luminescence 8 h; hits give low values; activity change, negative = inhibition, % at 7.5 µM (by protocol); 300,000 compounds, 0.77% hits;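 active = more than half of replicate wells show activity change below -50%, luminescence cut by over half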;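 also: luciferase reports HSF-1 transcriptional activity via heat shock element; 0% = median of DMSO wells and -100% = zero luminescence signal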
IEC-6 tox: cytotoxicity in IEC-6 intestinal epithelial cells, primary screen, cytotoxicity control for KLF5 inhibitor project, cell-based, luminescence. IEC-6 cytotoxicity, luminescence viability. inhibition, % at 5 µM. 290,000 compounds, 0.78% hits; in the data active = inhibition above about 22%;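 also: 0% = plate median of test compound wells and 100% = cytotoxic reference compound wells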
GSK3beta inhib: human GSK3beta kinase inhibitors, primary screen, biochemical, cell-free homogeneous, HTS; Glycogen synthase kinase-3 beta (Homo sapiens), P49841; GST-GSK3beta kinase, ADP-Glo luminescence, 60 min; hits give low values; activity score (negative = inhibition), % at 10 µM; 300,000 compounds, 0.038% hits; AID 2097, 2009;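 active = more than half of replicate wells score below -50%, meaning over 50% inhibition versus plate controls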;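 also: 0% = median DMSO wells and -100% = median GW8510 positive control wells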
Target sequence (P49841 whole entry, looked up): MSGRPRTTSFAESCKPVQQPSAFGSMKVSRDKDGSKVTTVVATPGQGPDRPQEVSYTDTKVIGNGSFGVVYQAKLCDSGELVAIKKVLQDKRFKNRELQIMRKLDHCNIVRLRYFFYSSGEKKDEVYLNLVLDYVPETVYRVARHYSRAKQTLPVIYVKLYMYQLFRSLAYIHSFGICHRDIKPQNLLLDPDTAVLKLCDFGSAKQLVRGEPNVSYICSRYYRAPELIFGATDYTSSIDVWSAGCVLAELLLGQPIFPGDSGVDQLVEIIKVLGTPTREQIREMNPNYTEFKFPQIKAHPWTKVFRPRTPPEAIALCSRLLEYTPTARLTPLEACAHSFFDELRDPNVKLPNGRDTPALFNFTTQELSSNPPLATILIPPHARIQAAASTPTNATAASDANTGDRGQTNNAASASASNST
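Test system: GST-fused GSK3beta enzyme, cell-free | Quantity: 1.6 ng GST-GSK3beta enzyme per well | Reagent: 25 µM ATP with peptide substrate | Schedule: 60 min enzyme reaction, room temperature | Signal: Luminescent ADP-Glo measurement of ADP formed | Read-out basis: Score relative to plate controls | Control set: DMSO and 20 µM GW8510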
GSK3 alpha inh: blockers of GSK3A enzyme activity – biochemical, luminescence, cell-free homogeneous, HTS, primary screen | GSK-3 alpha kinase, ADP-Glo luminescence, 60 min | inhibition, % at 10 µM | 320,000 compounds, 0.1% hits | AID 2650, 2010;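 in the data active = inhibition above about 50%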;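 also: GST-tagged GSK-3 alpha with peptide substrate and 25 µM ATP; 0% = DMSO neutral wells and 100% = GW8510 positive control wells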
Target sequence (P49840 whole entry, looked up): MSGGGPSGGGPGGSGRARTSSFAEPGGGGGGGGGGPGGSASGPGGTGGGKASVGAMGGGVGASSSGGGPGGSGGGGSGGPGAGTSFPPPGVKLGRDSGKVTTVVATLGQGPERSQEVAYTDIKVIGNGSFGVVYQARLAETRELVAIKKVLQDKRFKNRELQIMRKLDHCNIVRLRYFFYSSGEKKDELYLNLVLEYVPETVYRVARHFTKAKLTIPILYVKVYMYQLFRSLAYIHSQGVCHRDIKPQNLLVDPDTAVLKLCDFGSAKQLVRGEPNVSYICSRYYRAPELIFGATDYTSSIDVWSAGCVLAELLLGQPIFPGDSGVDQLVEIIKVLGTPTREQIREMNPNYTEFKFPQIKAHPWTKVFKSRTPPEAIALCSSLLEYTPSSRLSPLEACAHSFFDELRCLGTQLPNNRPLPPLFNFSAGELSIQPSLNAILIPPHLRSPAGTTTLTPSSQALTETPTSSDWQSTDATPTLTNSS
Platelet DG rel: inhibitors of platelet dense granule secretion, primary screen, cell-based, MLPCN, human platelets | human platelet-rich plasma, SFLLRN dense granule ATP release, luminescence | inhibition, %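 (compounds screened at 7.5 µM in platelet-rich plasma)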 | 300,000 compounds, 0.22% hits | AID 1663, 2009;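 active = mean replicate score, as percent of positive control, at or above 50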
KLF5 inh: KLF5 expression inhibitors, primary screen, DLD-1 cells, luminescence | 290,000 compounds, 0.23% hits | DLD-1 KLF5 promoter-luciferase reporter | inhibition, % at 5 µM;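 active = inhibition above a per-plate limit of that plate's mean compound inhibition plus 3 SD, cut at about 60% in these data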;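 also: 0% = DMSO wells and 100% = LY294002 at 200 µM; higher means less KLF5 promoter-driven luciferase light; inactives centre near -14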
HSP90 refold inh: HSP90 inhibitors, primary screen, cell lysate, luminescence. Rabbit reticulocyte lysate, luciferase refolding luminescence, 3 h. inhibition, % at 5.6 µM. 290,000 compounds, 0.91% hits. AID 1789, 2009;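 active = inhibition above the screen-wide mean plus 3 SD, computed separately per campaign, cut at about 16% in these data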;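 also: 0% = DMSO wells and 100% = 60 µM geldanamycin wells; inhibitors lower the luminescence because luciferase stays unfolded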
An asterisk follows results filed as active; x = no result given. An excerpt (hit frequency here may not be typical).

cpd	SMILES	Dyrk1A ADPGlo	aSyn UTR inh	HSF-1 act	HSF1 inh	IEC-6 tox	GSK3beta inhib	GSK3 alpha inh	Platelet DG rel	KLF5 inh	HSP90 refold inh
1	CC1(C)Cc2nc3[nH]c(=S)n(-c4ccccc4)c(=O)c3cc2CO1	-15	-18	-72	-62*	2	0	0	18	-9	1
2	COc1ccc(NC(=O)N(C2CCCCC2)C(C)c2cccnc2)c(OC)c1 (stereo not drawn)	4	-16	9	1	-2	-1	x	3	-17	3
3	COc1ccc(NS(=O)(=O)c2ccc(NC(=S)NC(=O)c3cccnc3)cc2)nn1	-1	-25	6	-8	2	2	-1	-5	10	-1
4	COC(=O)c1cc(S(=O)(=O)NC2CCN(Cc3ccccc3)CC2)cn1C	x	14	4	-8	1	-4	-1	-3	-20	4
5	COC(=O)c1ccc(C(=O)NC2CCCc3c2cnn3-c2cc(F)cc(F)c2)nc1 (stereo not drawn)	1	-9	-5	-4	1	2	-1	0	53	2
6	CCN1CCN(c2cc(C)c3cc(NC(=S)NCCN(C)C)ccc3n2)CC1	2	-5	-2	-4	2	-1	2	-3	-47	0
7	CC(=O)Nc1sc2c(c1C(=O)N1CCOCC1)CCCCC2	-3	3	-14	-2	3	2	-1	10	-14	0
8	Cc1cc(C)n2nc(C(=O)OCC(=O)NC3CCCCC3)nc2n1	5	-10	-10	-4	x	5	2	-6	x	x
9	COc1cccc(NC(=O)Cn2c(CCC(=O)O)ccc2-c2cccs2)c1	-1	8	15	13	-3	-2	-4	3	-15	2
10	CCN(CC(=O)Nc1ccc(NC(C)=O)cc1)C(=O)CSCC(=O)Nc1ccc(C)cc1	1	-9	1	1	x	1	-2	7	x	x
11	CCOC(=O)c1c(NC(C)=O)sc2c(O)c(Br)ccc12	-4	-13	24	6	6	0	0	-1	-16	4
12	O=C(CSc1nc2ccccc2c(=O)n1CC1CCCO1)NCCc1ccccc1 (stereo not drawn)	4	1	18	-4	-3	4	-2	5	-46	1
13	Cn1nnnc1NCc1cccc(Cl)c1	2	13	1	-3	-1	1	-2	3	-39	-4
14	CCOc1ccccc1NC(=O)c1sc2ncn(CC(=O)N3CCOCC3)c(=O)c2c1C	8	4	2	-7	-2	-1	2	3	11	3
15	COc1ccccc1CNC(=O)COC(=O)c1ccccc1SCC(=O)N1CCCC1	-3	-14	5	10	x	-2	-4	-3	x	x
16	COc1ccccc1CNc1nc2nc3c(c(=O)n2[nH]1)CCC3	2	13	-13	-1	0	2	8	1	1	5
17	COC(=O)Cn1c(CCC(=O)O)ccc1-c1ccccc1	-6	-14	-25	-7	2	0	-3	-33	-20	-1
18	COc1cccc(-c2cc(C(=O)NCc3cccs3)no2)c1	-5	-156	24	5	-1	-3	1	-1	-158	-7
19	Cc1cc(C(=O)OCC(=O)NC2CCS(=O)(=O)C2)c2ccccc2n1 (stereo not drawn)	1	-30	8	1	-6	0	-2	-4	-1	-3
20	C=CCOc1ccc(/C=C/C(=O)OC(C)C(=O)Nc2ccc(NC(C)=O)cc2)cc1 (stereo not drawn)	2	-9	31	12	x	-1	-1	8	x	x
21	CN(Cc1cnn(C)c1)C(=O)c1sc2cccc(Cl)c2c1Cl	15	13	7	-10	10	-5	0	-9	-26	-1
22	CC(C)N(CCNC(=O)c1oc(=O)c2ccccc2c1-c1ccccc1)Cc1ccco1	6	-1	21	3	-5	0	-1	1	-19	0
23	Cc1cc(Oc2ccccc2)nc(-c2ccccc2)n1	1	4	7	7	-1	-5	1	-4	-16	0
24	CCOC(=O)c1cc(C(C)=O)n2ccccc12	-1	15	-19	-4	-7	1	-1	-7	-14	-3
25	C=CCc1cccc(/C=N/NC(=O)CNc2ccccc2OC)c1O	1	23	4	-6	-2	6	-6	13	2	2
26	COc1ccccc1NS(=O)(=O)c1cc(C(=O)N2CCCCCCC2)ccc1C	2	4	9	-2	x	-2	-2	-41	x	x
27	O=C(Nc1nc2ccccc2s1)NC1CCCCC1	x	-20	23	-2	-8	-8	2	1	-148	1
28	Cc1ccc(NC(=O)CN(C)C(=O)Cn2cc(C(F)(F)F)ccc2=O)cc1	-5	-9	-2	-3	3	2	-2	-2	0	-1
29	C=CCNc1nc(-c2ccccc2)c(C(=O)OCC)cc1C#N	6	1	-7	-3	19	0	2	11	1	-1
30	Cc1nc2nc(N)nc(OCc3ccccc3)c2nc1C	x	21	1	-3	x	11	-1	-9	x	x
31	O=C(CCc1nc2sc3c(c2c(=O)[nH]1)CCCC3)NCCc1ccccc1	-6	-20	37	30	x	-1	-5	x	x	x
32	COc1cccc(Nc2ccc(C(=O)O)cc2[N+](=O)[O-])c1	-2	-3	12	-4	0	-3	-2	-6	-27	-3
33	CN1CCN(c2nc3c(c(=O)[nH]c(=O)n3C)n2CCSc2nc3ccccc3s2)CC1	1	16	3	-3	-2	1	0	-1	10	-1
34	Cc1cc([N+](=O)[O-])nn1CCCC(=O)Nc1sc2c(c1C(N)=O)CCC(C)C2 (stereo not drawn)	-2	-16	10	1	-7	2	6	-4	-23	3
35	CCCn1c(SCC(=O)Nc2cccc(Cl)c2Cl)n[nH]c1=O	x	-6	20	12	-2	0	1	-1	-5	2
36	COC(=O)c1cc(Sc2c(Cl)cccc2Cl)ccn1	-1	8	3	-9	6	-3	0	3	-9	-1
37	O=C1CCCN1c1cc(Cl)ccc1Cl	2	-10	-2	3	1	2	0	1	-31	5
38	Cc1ccccc1C(=O)Nc1ccc(N(C)C)c2ccccc12	x	-24	-9	-5	0	0	0	9	-21	-3
39	CCc1ccc(NC(=O)[C@H](C)NC(=O)C2CCN(C(=O)[C@@H](N)C(C)C)CC2)cc1	-3	-110	-19	-20	-1	-2	-2	-11	-22	-1
40	Nc1ccccc1Sc1ccccc1[N+](=O)[O-]	-4	6	-15	-5	-2	-1	-1	-14	2	-2
41	CCN(CC(=O)c1c(N)n(C)c(=O)n(C)c1=O)c1cccc2ccccc12	-1	-72	85*	62	3	-1	4	8	-56	-2
42	CC(C)OC(=O)CSc1nnc(-c2ccc(Cl)cc2)n1N	-4	-10	16	1	2	-4	2	-3	-48	1
43	O=C(Nc1ccc(F)cc1)OCCN1CCN(Cc2ccccc2)CCC1=O	3	-26	-45	-30	4	3	1	10	-2	-3
44	CCCn1c(=O)[nH]c(=O)c2c1nc(-c1ccc(OC(F)(F)C(F)C(F)(F)F)cc1)n2CCOC (stereo not drawn)	2	-9	24	15	3	2	2	-5	-11	8
45	CC(C)c1nn2c(N)c(/C=C3\C=Nc4ccccc43)c(=O)nc2s1	x	11	5	-4	-6	4	-5	11	-13	2
46	CCOC(=O)c1ccc(NC(=S)NCCc2ccc(OC)c(OC)c2)cc1	5	-3	-35	-33	5	2	-1	9	5	-1
47	Cc1ccc(-c2nnn(CC(=O)N(c3ccccc3F)C(C(=O)NC3CCCC3)c3ccco3)n2)o1 (stereo not drawn)	3	2	0	3	0	2	-2	12	6	1
48	Cc1ccc(C(=O)Nc2cccc3cccnc23)cc1C	7	-87	21	14	3	-1	-3	6	-138	-7
49	Cn1c(=O)c2c(nc(NC3CCCC3)n2C)n(C)c1=O	x	-7	13	-1	-4	-4	-1	-20	-50	-2
50	COc1ccc2ccccc2c1/C=N/NC(=O)c1nnn(-c2nonc2N)c1CN(C)C	-3	13	-5	-9	1	-3	9	3	-13	-2

[51] CCc1ccc(C(=O)C(C)OC(=O)c2cccc(S(=O)(=O)N3CCOCC3)c2)cc1 (stereo not drawn)
[52] O=C(CSc1nnnn1-c1ccccc1)N1N=CCC1c1ccccc1 (stereo not drawn)
[53] Cc1cc(=O)oc(C)c1C(=O)NCCNC(=O)c1c(C)cc(=O)oc1C
[54] COCCNC(=O)C(=O)Nc1ccc2c(c1)N(S(=O)(=O)c1cccs1)CCC2
[55] Cc1nc2c(C#N)c[nH]n2c(=O)c1Cc1ccccc1
[56] Cc1nonc1NC(=O)c1oc2ccccc2c1C
[57] CCOc1ccccc1/C=N/Nc1nc2ccccc2o1
assay / entry,51,52,53,54,55,56,57
Dyrk1A ADPGlo,-9,0,3,3,x,-7,-1
aSyn UTR inh,3,-21,3,-18,-8,-127,-38
HSF-1 act,41,25,-17,-15,-17,5,18
HSF1 inh,21,4,-3,-8,-14,-2,16
IEC-6 tox,x,-1,-2,x,-2,-6,10
GSK3beta inhib,-3,2,1,3,-5,-2,-2
GSK3 alpha inh,-10,-1,-3,1,5,-1,1
Platelet DG rel,-7,-21,85*,4,1,-5,14
KLF5 inh,x,7,-51,x,-23,-77,-47
HSP90 refold inh,x,-1,-1,x,-2,-6,2
